Screening data as filed in PubChem.
Yfh1-off respiration – enhancers of respiration in Yfh1-depleted yeast, dose response, Friedreich's ataxia, plus single-dose screen (AID 1465). S. cerevisiae Yfh1-off respiration, WST-1 reduction, 72 h; higher fold induction means a stronger effect. one-dose fold induction at 50 µM; EC50 in µM for titrated hits. actives 0.074% (n = 220,000);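 active = fold induction of absorbance versus untreated yeast above a set limit, then at least 30% activation at any dose in follow-up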;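 also: activators that raise dye reduction in frataxin-depleted yeast; strong numbers were not always called active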
Autophagy HCS – autophagy modulators in MEF cells, primary screen, imaging, high-content, MEF GFP-LC3 | MEF GFP-LC3 puncta imaging; test concentration mostly 10 µM | calls only at 10 µM (by protocol) | actives 0.98% (n = 190,000) | AID 463193, 2010;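 active = percentage of spot-positive cells more than 3 SD above its plate mean, without a fluorescence outlier flag or 80% toxicity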;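 also: spot-positive cell cutoff set from DMSO-treated cells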
MT stabilize HCS – microtubule stabilizers in HeLa cells, primary screen, imaging, high-content imaging; actives 0.83% (n = 200,000); HeLa tubulin immunostaining HCS, 24 h; share of cells brighter than vehicle mean+2SD; % tubulin-high responders, % at 10 µM;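 active = plate Z-score above 3 for both tubulin-high and condensed-nucleus cell shares, with cell loss under 80%, at 10 µM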;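 also: anti alpha tubulin signal scored within the nucleus-defined area of each cell; some results filed as inactive read as strong as hits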
Dynein transport – inhibitors of GR-EGFP nuclear translocation, primary screen, dynein cargo transport inhibitor project, imaging, high-content, 3617.4 mouse cells; AID 1381, 2008; actives 0.47% (n = 220,000); z-score, hits read low; test concentration mostly 20 µM; stimulated with dexamethasone, 1 µM; active compounds read low;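 active = plate z-score of nuclear minus cytoplasmic receptor signal below a set negative limit, without overly bright fluorescence or cell loss, cut at about -3.5 in these data, passing the limit was not always enough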;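 also: z-score of nuclear minus cytoplasmic ring GR-EGFP intensity difference per well; some compounds called inactive have numbers as strong as hits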
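Also added: dexamethasone, 1.0 µM final. Medium: tet-free, stripped-serum medium. Detection: fixed, Hoechst-stained cells imaged at 10x for EGFP. Read-out: nuclear-to-cytoplasmic GR-EGFP distribution per well. Times: induction 48 h, compound 1 h, agonist 30 min.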
Insulin prom up – insulin promoter activators in MIN6 cells, imaging, high-content screening, mouse beta cells; MIN6 insulin promoter-GFP reporter; active compounds read high; z-score at 5 µM; actives 0.3% (n = 190,000);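 active = z-score above 3 at 5 µM with at least 500 cells counted in the well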
NOD2 inhibition – NOD2 signaling inhibitors, cell-based, luminescence, uHTS, HEK293 (AID 1566) | HEK293 NOD2/NF-kB luciferase reporter, luminescence; higher % means a stronger effect | inhibition, % at 4 µM; hits with a dose series show EC50 in µM | actives 0.63% (n = 290,000); in the data active = inhibition above about 50%; also: many of its hits are not listed in these tables
WT yeast gro inh – growth inhibition of WT strain, primary screen, mitochondrial fusion inhibitor project, WT and mutant strains, chemical genetic; mitochondrial fusion phenotypic screen; inhibition, % at 10 µM; actives 2.1% (n = 190,000); AID 1362, 2008; in the data active = inhibition above about 58%; tested in S. cerevisiae
b-catenin transl – modulators of beta-catenin nuclear translocation, primary screen, imaging, HeLa cells, immunofluorescence, high-content | nuclear translocation activity, % at 5 µM | actives 0.3% (n = 190,000);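 active = nuclear translocation activity above 50% at 5 µM, with a well cell count of 50 or more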;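 also: per-cell ratio of nuclear to cytoplasmic median beta-catenin stain intensity; plate controls were DMSO negative control for no effect and GSK-3 inhibitor IX positive control for full effect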
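Technique: fluorescence imaging of beta-catenin antibody stain plus DAPI / Material: human HeLa cell line / Incubation: compound treatment 24 h, 37°C, 5% CO2 / Read-out basis: % activation of per-cell nuclear versus cytoplasmic median beta-catenin signal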
Lipid droplet – inhibitors of hepatocyte lipid droplet formation, primary screen, imaging, high-throughput imaging, BODIPY stain. AML12 mouse hepatocytes, oleate lipid droplets. inhibition, % at 6.5 µM. actives 0.4% (n = 240,000);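 active = lipid droplet intensity inhibited by at least 50%, with more than 500 cells counted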
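System: AML12 hepatocytes (mouse). Probe or stimulus: oleic acid at 100 µM to induce lipid droplet formation. Times: overnight treatment with compound plus oleate. Detection: Image-based BODIPY and DAPI two-channel analysis. Evaluation: percent inhibition of filter-corrected integrated lipid droplet intensity per well.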
WT yeast gro inh mutant strain – recorded beside WT yeast gro inh, whose call it bears; inhibition, %; mitochondrial fusion phenotypic screen, mutant strain inhibition
Dynein transport cytoplasmic EGFP – second read-out of Dynein transport, no call of its own (marks repeat the call); z-score; measured here: cytoplasmic GR-EGFP intensity; active compounds read high
Dynein transport nuclear GR-EGFP – recorded beside Dynein transport, whose call it bears; z-score; measured here: nuclear GR-EGFP intensity;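 lower value marks the stronger effect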
Dynein transport cell count – second read-out of Dynein transport, no call of its own (marks repeat the call); z-score; measured here: cell count per field
Insulin prom up cell count – further read-out of Insulin prom up, marked with its call; cell count; measured here: cytotoxicity, nuclei count;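 total cells summed across four imaged fields per well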
Lipid droplet cells 6.5 µM – further read-out of Lipid droplet, marked with its call; cell count; measured here: cell count, cytotoxicity flag;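 cells counted across two imaged fields per well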
b-catenin transl cell count 5 µM – recorded beside b-catenin transl, whose call it bears; cell count; measured here: cell count, cytotoxicity flag
MT stabilize HCS Hoechst-high % – also measured in MT stabilize HCS; calls as there; % Hoechst-high responders; measured here: nuclear condensation Hoechst responders;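 share of cells brighter than vehicle mean plus two SD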
MT stabilize HCS cytotoxicity % – also measured in MT stabilize HCS; calls as there; toxicity, %; measured here: cytotoxicity by cell density;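 0% = mean cell density of plate MIN control wells and 100% = no cells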
Autophagy HCS cell loss 18 h – further read-out of Autophagy HCS, marked with its call; toxicity, %; measured here: cell loss, nuclei count;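 cell loss after 18 h compound exposure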
* = called active by the depositor; i = inactive; . = not tested or not shown.

mol,Yfh1-off respiration,Autophagy HCS,Autophagy HCS cell loss 18 h,MT stabilize HCS,MT stabilize HCS Hoechst-high %,MT stabilize HCS cytotoxicity %,Dynein transport,Dynein transport cytoplasmic EGFP,Dynein transport nuclear GR-EGFP,Dynein transport cell count,Insulin prom up,Insulin prom up cell count,NOD2 inhibition,WT yeast gro inh,WT yeast gro inh mutant strain,b-catenin transl,b-catenin transl cell count 5 µM,Lipid droplet,Lipid droplet cells 6.5 µM
CCOc1ccc(-c2nnn(CC(=O)NCc3ccc(F)cc3)n2)cc1OCC,i,i,-15,2.8,3.4,13,-0.21,0.059,-0.068,0.18,-0.45,1190,2%,-67,-12,1.8,1135,.,.
O=C(COc1ccc(S(=O)(=O)NC2CCCCC2)cc1Cl)N1CCN(c2ccccc2)CC1,i,i,2,1.4,0.6,11,-0.93,0.22,-0.58,0.56,.,.,-7%,23,-4,-8.7,1171,4,760
COc1ccccc1NC(=O)Oc1cccc(OC(=O)c2ccccc2)c1,i,.,.,.,.,.,0.59,-0.64,0.54,-1.5,0.41,903,8%,.,.,0.8,1341,14,424
N#CC1(c2ccc(NC(=O)c3ccccc3F)cc2)CCCC1,i,i,7,6.8,1.5,8.4,0.5,-0.048,0.2,-0.7,-0.47,1488,-108%,43,19,-0.6,1074,17,722
CS(=O)(=O)N(CCc1ccccc1)CC(=O)N1CCN(Cc2ccccc2)CC1,i,i,3,2.8,2.4,11,1,-0.23,0.29,-0.74,.,.,32%,11,4,1.5,889,-10,753
Cc1ccc(-c2nc3sc4c(N)ncnc4c3c3c2CCCC3)cc1,i,i,20,3.9,2.6,5.8,-0.78,-0.41,-0.11,0.95,-0.39,1225,11%,-16,-17,-2.5,1016,.,.
O=C(O)c1ccc2cccc(O)c2n1,i,.,.,.,.,.,-0.035,-0.23,-0.045,0.38,0.31,1531,1%,.,.,-2.3,1196,-3,723
C=C(C)CNC(=S)NNC(=O)c1ccc(Br)cc1,i,i,-16,3.6,2.8,11,-0.42,-0.27,0.068,0.52,-0.31,1212,11%,-6,-13,1.7,1009,-9,639
Cc1ccc(-n2c(=O)[nH]cc(C(=O)Nc3ccc4c(c3)OCCO4)c2=O)cc1,i,i,19,8.1,1.8,2.7,1.5,-0.21,0.86,0.031,0.75,1462,-23%,0,10,-2.0,1341,.,.
CC1(C)CC(=O)c2cc(C(=O)NNc3ccccc3)c(=O)n(-c3ccccc3)c2C1,i,i,19,2.6,1.7,5.6,0.57,-0.25,0.47,-0.33,.,.,-6%,6,1,3.3,509,0,700
O=C(Nc1ccccc1C(=O)Nc1ccccc1C(=O)NCc1ccco1)c1ccco1,i,i,-1,3.8,3.2,37,-0.75,-0.17,-0.14,-0.12,-0.58,1368,7%,27,14,0.0,1124,4,725
Cn1nc(C(F)(F)F)cc1-c1ccc(/C=C(\C#N)C(=O)c2cccc(C(F)(F)F)c2)s1,i,.,.,.,.,.,-0.053,4.4,0.76,0.17,0.31,1418,-7%,.,.,-1.2,1117,-5,693
Cc1nn(CCCC(=O)Nc2cc(Oc3ccc(F)cc3)cc([N+](=O)[O-])c2)c(C)c1[N+](=O)[O-],i,i,9,2.8,2.2,11,0.61,-0.27,1.1,-0.027,1.2,1253,-63%,25,-2,0.1,1015,-1,697
O=C(NCC1(c2ccccc2)CCCC1)C1(c2ccccc2)CCCC1,i,i,1,3.1,1.9,2.8,0.43,-0.25,0.22,-0.04,-1.1,709,1%,83*,-12*,2.5,1136,-23,656
CCOC(=O)c1cc2c(=O)n3ccccc3nc2n(C(C)C)c1=NC(=O)c1c(-c2ccccc2Cl)noc1C,i,i,10,3.2,2.0,6.6,-0.072,-0.32,-0.0038,0.74,.,.,-5%,51,27,0.7,1086,5,720
CN(C(=O)c1cccs1)c1ccc(OCC(=O)N2CCC(C(N)=O)CC2)cc1,i,i,0,4.4,2.9,10,0.013,-0.3,0.31,0.21,-0.45,1091,6%,0,11,1.1,1070,13,699
COc1ccc(C(=O)N2CCN(c3ccc(C)cc3)CC2)cc1OC,i,i,11,2.2,4.2,11,1,-0.16,0.85,-0.58,0.75,969,-12%,10,-3,.,.,.,.
Cc1cc2c(n1-c1ccc(Cl)cc1)CC(C)(C)CC2=O,i,i,0,0.9,0.9,5.9,-1.4,-0.038,-0.49,1.6,.,.,-1%,2,14,.,.,2,792
Cc1ccsc1C(=O)OC1CCOC1=O (stereo not drawn),.,i,3,4.6,1.8,0.8,0.2,-0.14,0.77,0.057,-0.36,1242,8%,19,17,-5.0,1183,19,781
CC(C)c1ccc(CN2CCN(C(=O)CCl)CC2)cc1,i,i,0,1.1,1.4,2.8,-5.9*,1.3*,-2.8*,-0.83*,-0.85,1099,-13%,4,5,-3.3,1072,8,646
Cc1cc(-c2ccco2)n(-c2ccccc2)n1,i,i,0,4.5,2.2,7.5,-1.5,0.2,-0.35,-0.25,0.58,1020,-4%,12,-4,-0.5,1181,.,.
COCCNS(=O)(=O)c1cc(Br)ccc1OC,i,i,22,2.2,2.1,8.9,-0.11,-0.091,0.15,0.16,0.23,887,12%,17,-6,.,.,6,776
Nc1cc2c(cc1[N+](=O)[O-])OCCOCCOCCO2,i,i,4,3.4,1.4,9.5,-0.47,1.3,0.022,1,0,1448,15%,-7,-9,2.3,965,11,702
CCOc1ccc(-c2cnc3n2CCC3)cc1,i,i,18,1.7,1.7,3.5,-1.6,0.054,-0.91,0.72,-0.14,941,13%,15,19,.,.,-5,734
CCCCSc1nc(C)nc2c1c(=O)n(C)c(=O)n2C,i,i,0,7.8,2.3,8.0,-0.44,-0.24,-0.24,0.49,.,.,13%,1,5,-0.6,1023,-8,600

Just NOD2 inhibition, Lipid droplet cells 6.5 µM and WT yeast gro inh, for 2 of the compounds above:
| Structure | NOD2 inhibition | Lipid droplet cells 6.5 µM | WT yeast gro inh |
| --- | --- | --- | --- |
| CS(=O)(=O)N(CCc1ccccc1)CC(=O)N1CCN(Cc2ccccc2)CC1 | 32% | 753 | 11 |
| CCOC(=O)c1cc2c(=O)n3ccccc3nc2n(C(C)C)c1=NC(=O)c1c(-c2ccccc2Cl)noc1C | -5% | 720 | 51 |

Additional structures:
Compound | Yfh1-off respiration | Autophagy HCS | Autophagy HCS cell loss 18 h | MT stabilize HCS | MT stabilize HCS Hoechst-high % | MT stabilize HCS cytotoxicity % | Dynein transport | Dynein transport cytoplasmic EGFP | Dynein transport nuclear GR-EGFP | Dynein transport cell count | Insulin prom up | Insulin prom up cell count | NOD2 inhibition | WT yeast gro inh | WT yeast gro inh mutant strain | b-catenin transl | b-catenin transl cell count 5 µM | Lipid droplet | Lipid droplet cells 6.5 µM
C=CCN1C(=O)C(Cc2ccc(OCC)cc2)SC1=Nc1ccc(C(=O)O)cc1 (stereo not drawn) | i | i | -5 | 1.9 | 2.2 | 3.1 | -0.47 | -0.24 | -0.19 | 0.8 | -0.17 | 1386 | 6% | -15 | 9 | 0.0 | 1115 | -4 | 631
C=CCN(CC=C)C(=O)C1CC(=O)N(c2ccc(Br)cc2)C1 (stereo not drawn) | i | i | 6 | 1.4 | 1.1 | 4.4 | -0.4 | -0.21 | -0.35 | 0.43 | -0.18 | 1031 | -4% | 4 | 4 | -4.6 | 917 | . | .
O=C(CCC(=O)N1CCN(S(=O)(=O)c2ccccc2)CC1)c1cccs1 | i | i | -1 | 19 | 30 | 96 | 2.1 | -0.065 | 1.5 | 0.32 | . | . | 3% | 3 | 5 | . | . | -11 | 670
Cc1nc2ncnn2c(Nc2ccc3c(c2)OCCO3)c1C | i | i | 0 | 10 | 4.8 | 23 | -0.9 | -0.15 | -1 | 0.16 | . | . | . | . | . | . | . | . | .
Cn1ncc([N+](=O)[O-])c1C(=O)Nc1ccc(-c2nc3ccccc3[nH]2)cc1 | i | i | 16 | 2.4 | 1.5 | 2.7 | 0.097 | -0.19 | -0.13 | 0.33 | -0.56 | 1702 | -63% | 4 | -11 | 1.3 | 1029 | -8 | 614
CC1CN(Cc2nc3c(c(=O)n(C)c(=O)n3C)n2CCc2ccccc2)CC(C)O1 (stereo not drawn) | i | i | 3 | 2.7 | 2.7 | 11 | -0.76 | -0.23 | 0.24 | 2.2 | . | . | . | . | . | . | . | . | .
CSc1nc(N(C)NC(=O)c2ccc(F)cc2)c2ccccc2n1 | i | i | 53 | 33* | 29* | 60* | -0.5 | -0.18 | -0.75 | 0.48 | -0.05 | 1663 | -7% | -5 | 3 | 2.6 | 950 | 2 | 694

These rows are one share of the data, so the mix of outcomes need not match the whole.
